From PubChem BioAssay
GalR3 antagonist = GalR3 antagonists in HEK293 cells, primary screen, cell-based, fluorescence readout. Galanin receptor type 3 (Homo sapiens), O60755. HEK293 GalR3-CNG cAMP membrane potential fluorescence; galR3 body fused to GalR1 C-terminus. inhibition, % at 3 µM. actives 0.44% (n = 360,000);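 active = inhibition above the screen-wide average plus 3 SD, cut at about 13% in these data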;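 also: forskolin and galanin both at EC90 stimulate the cells; cAMP rise reported by CNG channel membrane potential dye signal; 0% = forskolin plus galanin with DMSO and 100% = forskolin alone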
Target sequence (O60755 1-299 limits assumed): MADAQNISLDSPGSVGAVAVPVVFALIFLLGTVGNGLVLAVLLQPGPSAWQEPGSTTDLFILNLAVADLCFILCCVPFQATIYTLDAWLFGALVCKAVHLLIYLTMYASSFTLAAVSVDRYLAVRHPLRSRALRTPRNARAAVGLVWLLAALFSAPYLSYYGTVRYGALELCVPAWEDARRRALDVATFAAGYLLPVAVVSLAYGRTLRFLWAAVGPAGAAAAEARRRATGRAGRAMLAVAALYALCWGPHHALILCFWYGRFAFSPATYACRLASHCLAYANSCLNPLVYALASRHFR
UBC9 SUMO inh = inhibitors of in vitro SUMOylation cascade, primary screen, biochemical, HTRF, uHTS. SUMO-conjugating enzyme UBC9 (Homo sapiens), P63279. HTRF SUMOylation assay, SAE1/SAE2 + UBC9. inhibition, % at 35 µM. actives 0.36% (n = 290,000). AID 2006, 2009; in the data active = inhibition above about 50%, passing the limit was not always enough; also: strong numbers were not always called active
Target sequence (P63279 whole entry, looked up): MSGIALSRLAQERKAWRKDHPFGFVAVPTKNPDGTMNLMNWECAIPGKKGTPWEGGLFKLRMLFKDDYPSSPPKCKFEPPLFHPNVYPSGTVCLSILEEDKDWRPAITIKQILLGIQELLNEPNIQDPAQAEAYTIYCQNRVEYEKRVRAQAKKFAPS
IDE inh = human IDE inhibitors in live cells, primary screen, fluorescence polarization, HEK cells, FAbetaB substrate; AID 434962, 2010; actives 0.41% (n = 320,000); inhibition, % at 5.59 µM; FAbetaB cleavage;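 active = percent inhibition above the average of all tested compounds plus 3 SD, set per screening campaign, cut at about 16% in these data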;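 also: IDE supplied by intact live HEK cells; FP after avidin binding of uncleaved biotin substrate so inhibition keeps polarization high; 0% = DMSO wells and 100% = 60 µM reference IDE inhibitor Ii1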
pCIP destab = p/CIP-EGFP fusion destabilizers, primary screen, fluorescence, F442A cells | AID 1984, 2009 | Q05BA5 | 16 h | actives 0.01% (n = 290,000) | decrease of EGFP signal, % at 10 µM;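 active = EGFP signal decrease of at least 30% at 10 µM or well 3 SD below plate mean, unless failing retest; inactive = the rest, including hits failing retest or dose response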; also: some compounds called inactive have numbers as strong as hits; many of its hits are not listed in these tables
NS3 helicase inh = inhibitors of HCV NS3 helicase, primary screen, biochemical, Cy5 molecular beacon fluorescence; Hepatitis C virus NS3 helicase; NS3 helicase DNA unwinding; inhibition, % at 10.9 µM; actives 0.56% (n = 290,000); AID 1800, 2009;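 active = inhibition above the mean of all tested compounds plus 3 SD, set per campaign, cut at about 35% in these data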;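 also: 0% = DMSO wells and 100% = thioflavine S control wells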
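Assay system: hepatitis C virus NS3 helicase domain fragment enzyme. Also added: annealed dual-labelled DNA beacon duplex, ATP-started. Timing: 1 h reaction at 25 °C, ATP-initiated. Technique: Cy5 fluorescence at 0 and 60 min, beacon hairpin quenching. Evaluation: % inhibition of unwinding. Replication: one well per compound.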
IMP-1 inh = IMP-1 metallo-beta-lactamase inhibitors, primary screen, biochemical, epi-absorbance readout, Pseudomonas aeruginosa enzyme; inhibition, % at 5.6 µM; metallo-beta-lactamase IMP-1 (Pseudomonas aeruginosa); purified IMP-1, nitrocefin hydrolysis, epi-absorbance fluorescence; actives 0.45% (n = 290,000);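 active = inhibition above the mean plus 3 SD of all compounds in the same screening run, cut at about 4.5% in these data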;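 also: 0% = IMP-1 with DMSO and 100% = DMSO wells lacking enzyme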
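Test system: recombinant IMP-1 enzyme, purified / Medium: HEPES buffer pH 7.1 with ZnSO4 and Brij 35 / Doses: single dose, 5.6 µM / Times: 25 °C, 15 min preincubation, 25 min reaction / Detection: Epi-absorbance via hydrolysed-nitrocefin quenching of white-plate fluorescence, 480/530 nm, EDTA stop / Evaluation: percent inhibition from optical density relative to buffer-blank wells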
CRFR2-BP antag = antagonists of CRF-BP/CRF-R2 complex, primary screen, cell-based, HEK293, calcium dye fluorescence, uHTS; AID 588475, 2011; actives 0.59% (n = 350,000); inhibition, % at 11.8 µM; CRF-induced calcium fluorescence;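 active = inhibition of the ligand-induced calcium signal above about 50% at the single tested concentration, limit read from the data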
IDE act = human IDE activators in live cells, primary screen, fluorescence polarization, HEK cells, FAbeta-B substrate; Insulin-degrading enzyme (Homo sapiens), P14735; FAbeta-B cleavage; 0% vehicle, 100% cell-free pure enzyme wells; activation, % at 5.96 µM; actives 0.073% (n = 340,000); AID 493087, 2011;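 active = activation above the mean of all tested compounds plus 3 SD, set per screening campaign, cut at about 17% in these data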
VIM-2 inhibitor = VIM-2 metallo-beta-lactamase inhibitors, primary screen, biochemical, epi-absorbance readout, Pseudomonas aeruginosa enzyme. actives 0.89% (n = 290,000). inhibition, % at 5.6 µM. purified VIM-2, nitrocefin hydrolysis, epi-absorbance fluorescence;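 active = inhibition above the mean of all tested compounds plus 3 SD, cutoff set per screening run, cut at about 7.5% in these data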;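 also: red hydrolysis product quenches plate fluorescence so inhibitors raise well fluorescence; 0% = enzyme with DMSO and 100% = DMSO without enzyme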
* hit, by the source's call; x = no result given.

#1 Cc1ccccc1-n1c(-c2ccc3ccccc3n2)n[nH]c1=S
#2 CCOC(=O)/C(N=Nc1c(C)n(C)n(-c2ccccc2)c1=O)=C(/O)c1ccccc1
#3 Cc1oc(-c2ccccc2)nc1CS(=O)CC(=O)N1CCc2ccccc2C1 (stereo not given)
#4 Cc1cccc(C(=O)NCCC(=O)Nc2ccc(C#N)cc2)c1
#5 CC1(C)C=C(c2ccc(C=O)s2)CC(C)(C)N1C=O
#6 CCn1c(SCC(=O)Nc2ccc(S(=O)(=O)Nc3onc(C)c3C)cc2)nnc1-c1ccccc1
#7 CSc1ccc(/C=C/c2cc(=O)c3ccccc3[nH]2)cc1
#8 NC(=O)CNC(=O)[C@@H]1CC2(CC(c3cccc(Br)c3)=NO2)CN1C(=O)c1ccc(Br)cc1 (stereo not given in full)
assay / entry,1,2,3,4,5,6,7,8
GalR3 antagonist,-2,-1,4,-9,-2,-1,0,-4
UBC9 SUMO inh,0,-2,11,-19,14,14,36,-8
IDE inh,2,3,0,3,2,-1,6,7
pCIP destab,-16,7,-11,3,2,-8,-9,5
NS3 helicase inh,-2,-6,3,3,-7,3,5,-12
IMP-1 inh,-4.0,-2.2,-3.1,-3.6,-0.6,-6.5,-0.1,-4.6
CRFR2-BP antag,-3,8,11,-4,27,-7,-35,-1
IDE act,0,11,6,2,4,1,-20,3
VIM-2 inhibitor,-2.5,-3.8,-3.6,0.3,-0.5,-4.1,-2.3,-4.0

#9 Cc1cccc(N(CC(=O)NCC2CCCO2)C(=O)CNS(=O)(=O)c2ccc(Cl)cc2)c1 (stereo not given)
#10 OCCNc1c2ccccc2nc2ccccc12
#11 Cc1ccc(S(=O)(=O)CCC(=O)OCC(=O)N2c3ccccc3CC2C)cc1 (stereo not given)
#12 CCn1c(C)cs/c1=N\C(=S)Nc1ccccc1C
#13 COc1ccc(N2CCN(C(=O)CCCn3nnnc3CN3CCOCC3)C(C)C2)cc1 (stereo not given)
#14 COc1ccc(C(=O)N2CCC(C(=O)O)CC2)c2ccccc12
#15 O=C(COc1ccccc1)N1CCN(c2ccccc2)CC1
#16 CCCN1C(=O)/C(=C2\SC(N3CCCCC3)=NC2=O)c2ccccc21
assay / entry,9,10,11,12,13,14,15,16
GalR3 antagonist,-8,-9,-4,0,-4,-7,-5,-3
UBC9 SUMO inh,12,14,x,-8,-4,14,18,4
IDE inh,0,2,-3,4,9,-3,0,-1
pCIP destab,-7,-21,x,10,-5,-9,1,-12
NS3 helicase inh,-7,-1,x,-31,-1,5,-2,-4
IMP-1 inh,-3.2,-2.3,x,-3.9,-3.0,-2.4,-1.3,-2.3
CRFR2-BP antag,3,3,-6,-27,-2,-1,-5,0
IDE act,1,3,1,4,0,2,1,7
VIM-2 inhibitor,0.5,0.0,x,-5.2,-4.4,-0.7,-2.2,-1.6

#17 CNC(=O)COC(=O)c1ccc(Cl)c(S(N)(=O)=O)c1
#18 COCCNC(=O)c1ccc2nc(Cc3ccc(OC)c(OC)c3)oc2c1
#19 O=C(C1CCN(c2nnc(-n3cccc3)s2)CC1)N1CCCCC1
#20 Cn1cc(CN2CCC(C(=O)Nc3ccc(Oc4ccccc4F)cc3)CC2)cn1
#21 CCOC(=O)C1(Cc2ccccc2C(F)(F)F)CCN(C2CCN(C(C)=O)CC2)CC1
#22 COc1ccccc1NC(=O)NCCC1=CCCCC1
#23 O=C(c1cc(-c2ccccc2Cl)nc2ccccc12)N1CCOCC1
#24 O=C(Cc1c[nH]c2ccccc12)N/N=C/c1ccc(F)cc1
assay / entry,17,18,19,20,21,22,23,24
GalR3 antagonist,1,-8,0,0,-6,0,-3,-8
UBC9 SUMO inh,-3,4,1,-2,14,-3,19,-6
IDE inh,-1,3,1,3,11,6,6,-8
pCIP destab,-13,-5,-1,-8,-6,-11,-9,7
NS3 helicase inh,23,3,3,-14,-8,-5,-2,-4
IMP-1 inh,-2.1,-4.3,-0.9,-1.6,-1.7,-1.6,-3.7,-4.3
CRFR2-BP antag,5,7,-5,2,-4,4,-11,-17
IDE act,3,6,2,6,0,-2,0,0
VIM-2 inhibitor,-1.6,-2.8,1.8,-2.8,-1.4,-1.2,-2.0,0.3

#25 CC1CCCN(C(=O)COC(=O)CNC(=O)c2ccc(Br)cc2)C1 (stereo not given)
#26 CCn1c2ccccc2c2cc(NC(=O)C(=O)NCC3CCCO3)ccc21 (stereo not given)
#27 COc1ccc(SC[C@H](C)CN2CC[C@H](C(C)(C)C)CCC2=O)cc1
#28 CC(=O)Nc1ccc(S(=O)(=O)N2CCSC2c2ccc(C)cc2)cc1 (stereo not given)
#29 COC(=O)c1[nH]c2cccc(C)c2c1NC(=O)CN1CCN(c2ccccc2OC)CC1
#30 CCNc1ccc(Br)cc(C(=O)/C=C/c2ccccc2Cl)c1=O
#31 CCN(CC)CCN(C)C1CCC(c2ccccc2)CC1 (stereo not given)
#32 COc1ccccc1CN1CC(C(=O)NCCn2ccc(C)n2)CCC1=O (stereo not given)
assay / entry,25,26,27,28,29,30,31,32
GalR3 antagonist,-3,0,-5,-5,-1,-3,-1,3
UBC9 SUMO inh,x,19,x,-9,22,x,-30,2
IDE inh,1,2,0,5,7,-3,3,1
pCIP destab,x,-11,x,-7,-5,x,13,7
NS3 helicase inh,x,-4,x,-6,-3,29,-24,-3
IMP-1 inh,x,-2.6,x,-2.8,-3.4,11*,-0.5,0.8
CRFR2-BP antag,13,18,-4,2,-8,-9,7,5
IDE act,7,-2,0,-1,-3,1,2,-1
VIM-2 inhibitor,x,-3.8,x,-2.2,-2.7,0.2,-3.1,-5.9

#33 COc1ccc(-c2csc(N(CCc3ccccc3)C(=O)COc3ccccc3)n2)cc1
#34 Cc1cccc(Cc2c(C)nc3nc(SCC(=O)O)nn3c2C)c1
#35 Cc1ccccc1CNC(=O)CC1C(=O)NCCN1Cc1c(F)cccc1Cl (stereo not given)
#36 c1cc2c(cc1C1CCCCC1)c1c3n2CCN=C3CCC1
#37 Cc1cc(-c2ccc(C)c(S(=O)(=O)NCCc3ccco3)c2)on1
#38 CC(CCc1ccc(O)cc1)N(C)CCc1ccccc1 (stereo not given)
#39 CC(C)CCNC(=O)c1cccc(Cl)c1
#40 COc1cccc(C(=O)O/N=C(\N)c2ccccn2)c1OC
assay / entry,33,34,35,36,37,38,39,40
GalR3 antagonist,1,-5,3,-1,-4,2,-4,-8
UBC9 SUMO inh,19,15,-2,0,3,-7,1,-11
IDE inh,5,1,-1,-3,-3,4,-4,-4
pCIP destab,1,-5,7,-15,-3,-5,0,0
NS3 helicase inh,-1,10,-7,-35,8,3,6,13
IMP-1 inh,0.1,-1.5,-0.2,-0.2,-0.6,-2.9,-2.0,1.3
CRFR2-BP antag,-18,15,-21,-14,-1,8,10,7
IDE act,2,7,-1,-3,-5,6,3,0
VIM-2 inhibitor,2.8,2.5,1.8,-0.6,-1.4,-3.2,-1.6,-1.1

#41 CC(=O)Nc1ccc(S(=O)(=O)Nc2nc3ccccc3nc2Nc2ccc3ccccc3c2)cc1
#42 Cc1ccc(CNC(=O)C(=O)NCCCn2ccnc2)cc1
#43 CC(C)(C)OC(=O)NC(Cc1ccccc1)C(=O)NCCCC(=O)O (stereo not given)
#44 CCCC(=O)Nc1cc(C)c(NC(=O)C23CC4CC(CC(C4)C2)C3)cn1
#45 O=[N+]([O-])c1cccnc1N1CCN(c2ccccc2F)CC1
#46 O=C1OCCC1Sc1nnc(-c2ccc(O)cc2)o1 (stereo not given)
#47 COc1cc(/C=C2/NC(=O)N(c3cccc(Cl)c3)C2=O)ccc1O
#48 COc1cccc(OCC(=O)NNC(=O)Cc2cccs2)c1
#49 CC(=O)Nc1nc2cc(C(N)=O)ccc2s1
#50 O=c1c2ccccc2nc(/C=C/c2ccc(O)cc2)n1CCc1ccccc1
assay / entry,41,42,43,44,45,46,47,48,49,50
GalR3 antagonist,2,-6,-1,-5,-6,-5,-3,-5,7,2
UBC9 SUMO inh,55*,x,-12,10,5,16,15,-9,x,3
IDE inh,-2,4,-3,4,1,0,0,-2,2,10
pCIP destab,-19,x,4,11,-4,-42,-42,9,x,11
NS3 helicase inh,20,7,-12,3,-3,4,-6,7,x,7
IMP-1 inh,0.0,-2.3,-2.4,-2.5,-3.9,-4.1,-0.6,-1.0,x,-1.6
CRFR2-BP antag,-39,-2,-5,-18,-3,15,-29,18,-2,15
IDE act,-2,2,-1,8,6,-2,3,2,-1,-2
VIM-2 inhibitor,-1.9,-2.0,-0.9,-2.5,-3.8,-3.7,-2.3,-3.1,x,-1.2

3 compounds out of the list above, sorted by the number in IDE act, lowest first.
| entry | molecule | GalR3 antagonist | UBC9 SUMO inh | IDE inh | pCIP destab | NS3 helicase inh | IMP-1 inh | CRFR2-BP antag | IDE act | VIM-2 inhibitor |
| --- | --- | --- | --- | --- | --- | --- | --- | --- | --- | --- |
| 50 | O=c1c2ccccc2nc(/C=C/c2ccc(O)cc2)n1CCc1ccccc1 | 2 | 3 | 10 | 11 | 7 | -1.6 | 15 | -2 | -1.2 |
| 11 | Cc1ccc(S(=O)(=O)CCC(=O)OCC(=O)N2c3ccccc3CC2C)cc1 (stereo not given) | -4 | x | -3 | x | x | x | -6 | 1 | x |
| 20 | Cn1cc(CN2CCC(C(=O)Nc3ccc(Oc4ccccc4F)cc3)CC2)cn1 | 0 | -2 | 3 | -8 | -14 | -1.6 | 2 | 6 | -2.8 |
